High-throughput results as filed in PubChem.
IDH1 mut inh: blocks human IDH1 R132H reductase activity; O75874; diaphorase/resazurin fluorescence, 60 min; 70,000 compounds, 0.18% hits; inhibition, % at 10 µM; AID 624101; in the data active = inhibition above about 34%;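 note: 0% = DMSO and 100% = no enzyme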
PRC2 inh: inhibitors of human EZH2/PRC2 methyltransferase; inhibition, % at 12.5 µM; 57,000 compounds, 0.35% hits; PRC2 H3K27 methylation, DELFIA TRF, 1 h; Q15910; AID 651548;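 active = mean inhibition of replicates at least 50% and every single replicate also reaching 50%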;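 note: dimethyl H3K27 on biotinylated H3 21-44 peptide detected by antibody; plate controls were median neutral control wells for no effect and median positive control wells for full effect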
Target sequence (Q15910 whole entry, looked up): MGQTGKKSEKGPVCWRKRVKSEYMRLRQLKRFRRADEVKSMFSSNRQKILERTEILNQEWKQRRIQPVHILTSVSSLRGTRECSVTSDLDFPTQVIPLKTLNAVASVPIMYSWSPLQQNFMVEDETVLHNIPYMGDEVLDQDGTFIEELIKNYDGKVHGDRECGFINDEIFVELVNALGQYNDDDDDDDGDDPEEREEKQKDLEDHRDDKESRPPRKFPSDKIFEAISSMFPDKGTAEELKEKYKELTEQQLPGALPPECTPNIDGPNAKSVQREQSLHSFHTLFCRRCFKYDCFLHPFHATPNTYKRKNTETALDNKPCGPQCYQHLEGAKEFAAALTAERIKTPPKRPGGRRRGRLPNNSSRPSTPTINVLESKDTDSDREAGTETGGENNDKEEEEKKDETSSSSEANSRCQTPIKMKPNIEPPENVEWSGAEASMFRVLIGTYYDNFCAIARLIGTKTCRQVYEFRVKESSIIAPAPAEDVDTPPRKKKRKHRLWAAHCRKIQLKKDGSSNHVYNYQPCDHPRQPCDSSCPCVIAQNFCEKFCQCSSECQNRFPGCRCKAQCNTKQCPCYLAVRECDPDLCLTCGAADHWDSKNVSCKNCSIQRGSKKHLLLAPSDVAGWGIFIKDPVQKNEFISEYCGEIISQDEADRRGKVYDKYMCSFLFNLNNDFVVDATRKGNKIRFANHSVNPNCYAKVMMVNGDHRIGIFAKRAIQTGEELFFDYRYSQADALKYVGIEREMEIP
Starred values were filed as active, the others as inactive; nt = no result given. An excerpt; count on the stated rates, not on these rows.

SMILES	IDH1 mut inh	PRC2 inh
Cc1noc(C)c1NC(=O)N(C)C[C@@H]1OCCCC[C@H](C)Oc2ccc(NC(=O)CCC(F)(F)F)cc2C(=O)N([C@@H](C)CO)C[C@H]1C	4.1	nt
O=C(CSc1nc2sc3c(c2c(=O)n1Cc1ccco1)CCC3)N1CCCc2ccccc21	0.2	1
O=c1ccc2cc3ccoc3cc2o1	0.1	nt
CCCNC(=O)N(C)C[C@@H]1Oc2ncc(C#CC3CCCCC3)cc2C(=O)N([C@H](C)CO)C[C@H]1C	nt	16
C[C@@H]1CN([C@H](C)CO)C(=O)c2cc(Br)cnc2O[C@@H]1CN(C)C(=O)c1ccccn1	-0.7	5
C[C@@H]1CN([C@H](C)CO)C(=O)c2cccc(NC(=O)Nc3ccc(C(F)(F)F)cc3)c2O[C@@H]1CN(C)Cc1ccc(C(=O)Nc2ccccc2N)cc1	nt	-63
CCn1c(SCC(=O)O)nnc1-c1ccc(OC)cc1	1.1	nt
C[C@H](CO)N1C[C@H](C)[C@@H](CN(C)C(=O)C2CC2)Oc2cc(-c3ccccc3)ccc2S1(=O)=O	-0.9	3
Cc1cc(C)c(C#N)c(SCC(O)CS(=O)(=O)c2ccc(C(C)(C)C)cc2)n1 (centres undefined)	0.3	14
COc1ccccc1C#Cc1ccc2c(c1)O[C@H](CN(C)C)[C@@H](C)CN([C@@H](C)CO)S2(=O)=O	-0.3	-9
COCC(=O)Nc1ccc2c(c1)OC[C@@H](C)N(CCC(F)(F)F)C[C@@H](C)[C@@H](OC)CN(C)C2=O	-0.2	-6
CO[C@H]1CN(C)C(=O)c2ccc(NC(=O)c3ccno3)cc2OC[C@H](C)NC[C@@H]1C	0.3	1
CO[C@@H]1CN(C)C(=O)c2cc(NC(=O)C3CCCC3)ccc2OC[C@@H](C)N(C)C[C@H]1C	-0.1	5
COCC(=O)Nc1ccc2c(c1)C(=O)N(C)C[C@H](OC)[C@@H](C)CN(C(=O)Cc1ccccn1)[C@@H](C)CO2	-0.1	1
CC(C)NC(=O)Nc1ccc2c(c1)CC(=O)N([C@@H](C)CO)C[C@@H](C)[C@H](CN(C)C(=O)Nc1ccc(C(F)(F)F)cc1)O2	0.3	nt
CC(C)c1cn(CC[C@@H]2CC[C@@H](NS(=O)(=O)c3ccccc3)[C@H](CO)O2)nn1	-0.1	-2
C[C@H]1CN([C@@H](C)CO)C(=O)c2ccccc2-c2ccccc2CO[C@@H]1CN(C)S(=O)(=O)c1cccc(C#N)c1	-1.9	-8
C[C@@H]1CCCCO[C@@H](CN(C)Cc2ccncc2)[C@@H](C)CN([C@H](C)CO)C(=O)c2cc(NC(=O)C3CCCCC3)ccc2O1	12	5
CC(C)NC(=O)Nc1ccc2c(c1)C(=O)N([C@H](C)CO)C[C@@H](C)[C@@H](CN(C)Cc1ccc(Cl)c(Cl)c1)O2	0.1	-14
CC(=O)O[C@@H]1CC(=O)OC(C)(C)C2CC(=O)[C@]3(C)C(CC[C@@]4(C)[C@H](c5ccoc5)OC(=O)[C@H]5O[C@]543)[C@]21C (some centres undefined)	0.9	nt
C[C@H](CO)N1C[C@H](C)[C@@H](CN(C)Cc2ccc(-c3ccccc3)cc2)Oc2ccc(NS(=O)(=O)c3cn(C)cn3)cc2C1=O	-1.4	16
CC(C)NC(=O)N(C)C[C@@H]1OCCCC[C@H](C)Oc2ccc(NC(=O)C3CCCCC3)cc2C(=O)N([C@H](C)CO)C[C@H]1C	nt	-10
O=C(C[C@H]1C=C[C@H](NC(=O)C2CCC2)[C@H](CO)O1)NC1CCC1	0.5	3
O=C(C[C@H]1CC[C@@H](NC(=O)c2ccccn2)[C@H](CO)O1)NCc1cc(F)cc(F)c1	-0.4	1
COc1ccc(NC(=O)N(C)C[C@H]2Oc3ccc(NS(=O)(=O)c4ccc(OC)cc4)cc3CC(=O)N([C@@H](C)CO)C[C@H]2C)cc1	-2.0	nt
COC(=O)c1ccccc1NC(=O)c1ccc(NC(=O)COc2ccccc2C)cc1	-0.2	-7
CC(=O)c1cccc(NC(=O)C(C)NS(=O)(=O)c2ccc(C)cc2)c1 (centres undefined)	0.1	-8
CCOC(=O)c1c(NC(=O)c2ccc(C)c(S(=O)(=O)N3CCCCCC3)c2)sc(C)c1C	-0.1	-6
Cc1noc(C)c1NC(=O)N(C)C[C@@H]1Oc2c(NS(=O)(=O)c3cn(C)cn3)cccc2C(=O)N([C@H](C)CO)C[C@@H]1C	-2.3	nt
Cc1noc(C)c1S(=O)(=O)N(C)C[C@@H]1Oc2ccc(NC(=O)CCN3CCOCC3)cc2CC(=O)N([C@@H](C)CO)C[C@@H]1C	-2.7	nt
C[C@H](CO)N1C[C@H](C)[C@@H](CN(C)C(=O)c2ccccc2)Oc2cc(C#CC3(O)CCCC3)ccc2S1(=O)=O	0.1	-7
C[C@H](O)C#Cc1cnc2c(c1)C(=O)N([C@@H](C)CO)C[C@@H](C)[C@@H](CN(C)C(=O)Cc1ccncc1)O2	1.1	3
O=C(NCC[C@@H]1CC[C@H](NC(=O)C2CC2)[C@@H](CO)O1)Nc1ccc(C(F)(F)F)cc1	0.1	-7
C=C[C@@]12COC(=O)C(=C)[C@@H]1[C@@H](O)[C@H](C(=C)C(=O)OC)[C@@H](O)C2	0.0	4
Cc1ccc(C)c(NC(=O)CSc2nc(C)nc3sc(C)c(C)c23)c1	2.7	0
O=C(Nc1ccc(F)cc1)N[C@H]1C=C[C@H](CC(=O)N2CCOCC2)O[C@H]1CO	-0.3	-6
COc1ccccc1-c1ccc2c(c1)O[C@@H](CN(C)C(C)=O)[C@@H](C)CN([C@@H](C)CO)S2(=O)=O	-0.9	3
C/C=C/c1ccc2c(c1)O[C@@H](CN(C)C(=O)Cc1ccccn1)[C@@H](C)CN([C@H](C)CO)S2(=O)=O	-1.5	-18
C[C@H]1CN([C@@H](C)CO)C(=O)c2cc(NC(=O)Nc3ccc4c(c3)OCO4)ccc2O[C@H]1CN(C)Cc1ccc2c(c1)OCO2	-0.3	-8
C[C@@H]1CN([C@H](C)CO)C(=O)c2cc(N(C)C)ccc2O[C@@H]1CN(C)C(=O)Nc1ccccc1	-0.2	nt

12 structures out of the list, ordered by count of non-hydrogen atoms, falling.
SMILES	IDH1 mut inh	PRC2 inh
C[C@H]1CN([C@@H](C)CO)C(=O)c2cc(NC(=O)Nc3ccc4c(c3)OCO4)ccc2O[C@H]1CN(C)Cc1ccc2c(c1)OCO2	-0.3	-8
Cc1noc(C)c1S(=O)(=O)N(C)C[C@@H]1Oc2ccc(NC(=O)CCN3CCOCC3)cc2CC(=O)N([C@@H](C)CO)C[C@@H]1C	-2.7	nt
Cc1noc(C)c1NC(=O)N(C)C[C@@H]1Oc2c(NS(=O)(=O)c3cn(C)cn3)cccc2C(=O)N([C@H](C)CO)C[C@@H]1C	-2.3	nt
C[C@H](CO)N1C[C@H](C)[C@@H](CN(C)C(=O)c2ccccc2)Oc2cc(C#CC3(O)CCCC3)ccc2S1(=O)=O	0.1	-7
C[C@H](O)C#Cc1cnc2c(c1)C(=O)N([C@@H](C)CO)C[C@@H](C)[C@@H](CN(C)C(=O)Cc1ccncc1)O2	1.1	3
C/C=C/c1ccc2c(c1)O[C@@H](CN(C)C(=O)Cc1ccccn1)[C@@H](C)CN([C@H](C)CO)S2(=O)=O	-1.5	-18
COc1ccccc1-c1ccc2c(c1)O[C@@H](CN(C)C(C)=O)[C@@H](C)CN([C@@H](C)CO)S2(=O)=O	-0.9	3
CCOC(=O)c1c(NC(=O)c2ccc(C)c(S(=O)(=O)N3CCCCCC3)c2)sc(C)c1C	-0.1	-6
COC(=O)c1ccccc1NC(=O)c1ccc(NC(=O)COc2ccccc2C)cc1	-0.2	-7
O=C(NCC[C@@H]1CC[C@H](NC(=O)C2CC2)[C@@H](CO)O1)Nc1ccc(C(F)(F)F)cc1	0.1	-7
O=C(Nc1ccc(F)cc1)N[C@H]1C=C[C@H](CC(=O)N2CCOCC2)O[C@H]1CO	-0.3	-6
CC(=O)c1cccc(NC(=O)C(C)NS(=O)(=O)c2ccc(C)cc2)c1 (centres undefined)	0.1	-8

Other results:
SMILES	IDH1 mut inh	PRC2 inh
CO[C@@H]1CN(C)C(=O)c2cc(NC(=O)C3CCC3)ccc2OC[C@H](C)N(Cc2cccnc2)C[C@H]1C	0.1	11
COC(=O)[C@]1(Cc2ccccc2CN=[N+]=[N-])N=C(c2ccc(OCCCO)cc2)O[C@@H]1c1ccccc1CN=[N+]=[N-]	-0.3	36
COc1cccc(S(=O)(=O)N[C@@H]2CC[C@@H](CC(=O)NCc3ccc(F)cc3)O[C@@H]2CO)c1	0.0	8
C[C@@H]1CN([C@H](C)CO)C(=O)c2cc(C3=CCCCC3)cnc2O[C@H]1CN(C)C(=O)c1ccncc1	nt	17
O=C(N[C@H]1C=C[C@H](CC(=O)N2CCCCC2)O[C@@H]1CO)c1ccccn1	0.1	-1
C[C@@H]1CN([C@@H](C)CO)C(=O)c2cc(NC(=O)Cc3ccccc3)ccc2O[C@@H](C)CCCCO[C@@H]1CN(C)C(=O)Nc1ccc2c(c1)OCO2	0.5	nt
COc1ccccc1NC(=O)N[C@H]1CC[C@H](CCn2cc(-c3ccccc3OC)nn2)O[C@@H]1CO	-0.5	-6
C[C@H]1CN([C@@H](C)CO)C(=O)c2cc(NS(=O)(=O)c3cn(C)cn3)ccc2O[C@H]1CN(C)S(=O)(=O)c1ccc(Cl)cc1	-0.7	nt
COc1ccccc1NC(=O)Nc1ccc2c(c1)C(=O)N(C)C[C@@H](OC)[C@H](C)CN(C)[C@H](C)CO2	0.0	-7
C[C@H]1CN([C@@H](C)CO)C(=O)c2cc(NC(=O)Cn3cnnn3)ccc2O[C@@H]1CN(C)C(=O)Nc1ccccc1	-0.1	nt
CN(C)CC(=O)Nc1ccc2c(c1)[C@H]1C[C@@H](CC(=O)NCc3cc(F)ccc3F)O[C@H](CO)[C@H]1O2	0.4	-4
C[C@H]1CN([C@@H](C)CO)C(=O)c2cc(-c3cncnc3)cnc2O[C@H]1CN(C)Cc1cncnc1	-0.9	6
CCOC(=O)c1c(NC(=O)CCN2CCC(C)CC2)sc2c1CC(C)(C)OC2	-0.2	5
CCCC(=O)Nc1ccc2c(c1)C(=O)N(C)C[C@H](OC)[C@H](C)CN(Cc1ccccc1F)[C@H](C)CO2	-0.4	-7
C[C@@H]1CCCCO[C@@H](CN(C)Cc2ccncc2)[C@H](C)CN([C@@H](C)CO)C(=O)c2cc(NC(=O)C3CCCCC3)ccc2O1	1.9	-4
C[C@H]1CN([C@@H](C)CO)C(=O)Cc2cc(NC(=O)CCC(F)(F)F)ccc2O[C@H]1CN(C)Cc1ccc(C(=O)O)cc1	0.2	1
COc1ccc(S(=O)(=O)Nc2ccc3c(c2)CC(=O)N([C@H](C)CO)C[C@@H](C)[C@@H](CN(C)C(=O)Nc2cccc4ccccc24)O3)cc1	-1.0	nt
COc1ccc(Cl)cc1NC(=O)CSc1n[nH]c(-c2ccccc2C)n1	-0.2	38
Cc1noc(C)c1NC(=O)Nc1ccc2c(c1)CC(=O)N([C@H](C)CO)C[C@@H](C)[C@@H](CN(C)S(=O)(=O)c1ccc(Cl)cc1)O2	0.6	nt
O=C(CN1C(=O)c2ccccc2S1(=O)=O)Nc1ccccc1Cl	-0.4	10
Cn1nnc(NC(=O)COc2ccc(Cl)cc2Cl)n1	0.7	-17
C[C@H]1CN([C@@H](C)CO)C(=O)c2cc(NC(=O)Cn3cnnn3)ccc2O[C@@H]1CN(C)Cc1ccc(Cl)c(Cl)c1	-0.5	-19
CO[C@@H]1CN(C)C(=O)c2ccc(NS(=O)(=O)c3cccc(F)c3)cc2OC[C@H](C)N(C(=O)Cc2cccnc2)C[C@@H]1C	-0.1	-2
Cc1nn(C)c(C)c1CN(C)C(=O)c1cc2nc(-c3ccc(Cl)cc3)cc(C(F)(F)F)n2n1	2.1	nt
COc1ccc(S(=O)(=O)Nc2ccc3c(c2)CC(=O)N([C@@H](C)CO)C[C@H](C)[C@@H](CN(C)C(=O)Nc2ccccc2)O3)cc1	0.0	nt
COc1ccc(S(=O)(=O)N(C)C[C@@H]2Oc3ccc(NC(=O)Cc4cn(C)c5ccccc45)cc3C(=O)N([C@H](C)CO)C[C@@H]2C)cc1	-9.7	nt
C[C@@H]1CN([C@H](C)CO)C(=O)c2cc(-c3cccc(F)c3)cnc2O[C@H]1CN(C)C	-7.0	1
CO[C@@H]1CN(C)C(=O)c2cc(NC(C)=O)ccc2OC[C@H](C)N(Cc2cccnc2)C[C@H]1C	nt	14
OCCSc1nnc(-c2ccccc2O)n1-c1ccccc1	0.1	-2
Cc1noc(C)c1NC(=O)N[C@@H]1C=C[C@H](CC(=O)Nc2ccccc2)O[C@@H]1CO	0.2	1
CCO[C@@H]1OC(C(=O)N2CCN(Cc3ccc4c(c3)OCO4)CC2)=C[C@H](c2ccc(Br)cc2)[C@H]1CCCO	nt	8
C[C@@H]1CN([C@@H](C)CO)C(=O)Cc2cc(NC(=O)C3CC3)ccc2O[C@H]1CN(C)CC1CC1	0.4	1
CC(C)NC(=O)Nc1ccc2c(c1)CC(=O)N([C@H](C)CO)C[C@@H](C)[C@H](CN(C)Cc1ccc(Oc3ccccc3)cc1)O2	0.5	-43
COCC(=O)Nc1ccc2c(c1)OC[C@H](C)N(Cc1ccccc1OC)C[C@H](C)[C@H](OC)CN(C)C2=O	0.0	-14
C[C@H]1CN([C@@H](C)CO)S(=O)(=O)c2ccc(-c3ccncc3)cc2O[C@@H]1CN(C)C(=O)C1CC1	nt	-6
CC(C)CC#Cc1ccc2c(c1)O[C@@H](CN(C)C(=O)Cc1ccccc1)[C@@H](C)CN([C@H](C)CO)S2(=O)=O	0.3	7
CCCNC(=O)Nc1ccc2c(c1)OC[C@@H](C)N(Cc1ccncc1)C[C@@H](C)[C@H](OC)CN(C)C2=O	0.1	-2
COc1ccc(CN(C)C[C@@H]2OCCCC[C@H](C)Oc3ccc(NS(=O)(=O)c4cccs4)cc3C(=O)N([C@@H](C)CO)C[C@@H]2C)cc1	-1.0	nt
NCCCCCCNS(=O)(=O)c1ccc2c(Cl)cccc2c1	-2.8	-23
O=C(CSc1n[nH]c(-c2ccccc2Cl)n1)Nc1ccccc1F	-0.9	4
